D1 agonist: agonists of human D1 dopamine receptor | P21728 | activation, % at 2 µM | 360,000 tested, 1% active | HEK293 T-REx D1 cells, calcium flux, agonist mode; in the data active = activation above about 30%; also: 0% is about no effect
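Agonism was scored from calcium flux recorded over 180 s (1 read/s) after pintool compound addition, following a 10-cycle baseline. Cells were inducible force-coupled HEK293 TREx D1, plated overnight at 30 C and loaded with no-wash calcium dye.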
RXFP1 agonist: activates the human relaxin receptor RXFP1; Q9HBX9; HEK293T-RXFP1 cAMP TR-FRET, 30 min; response scale: percent of porcine relaxin response, buffer zero; Potency, µM (series often up to 57.5 µM), for inactives: at the top dose activation, hits mostly activators; 370,000 tested, 0.3% active; AID 2676; active = well fitted activation curve with a large enough effect; inconclusive = small, poorly fitted or top-dose-only effect; also: potency is read from the fitted curve at half-maximal effect; % is scaled to controls: 0 for no effect and ±100 for the full control effect; nearly all actives have a fitted effect of over 60% in size; many of its hits are not listed in these tables
Target sequence (Q9HBX9 whole entry, looked up): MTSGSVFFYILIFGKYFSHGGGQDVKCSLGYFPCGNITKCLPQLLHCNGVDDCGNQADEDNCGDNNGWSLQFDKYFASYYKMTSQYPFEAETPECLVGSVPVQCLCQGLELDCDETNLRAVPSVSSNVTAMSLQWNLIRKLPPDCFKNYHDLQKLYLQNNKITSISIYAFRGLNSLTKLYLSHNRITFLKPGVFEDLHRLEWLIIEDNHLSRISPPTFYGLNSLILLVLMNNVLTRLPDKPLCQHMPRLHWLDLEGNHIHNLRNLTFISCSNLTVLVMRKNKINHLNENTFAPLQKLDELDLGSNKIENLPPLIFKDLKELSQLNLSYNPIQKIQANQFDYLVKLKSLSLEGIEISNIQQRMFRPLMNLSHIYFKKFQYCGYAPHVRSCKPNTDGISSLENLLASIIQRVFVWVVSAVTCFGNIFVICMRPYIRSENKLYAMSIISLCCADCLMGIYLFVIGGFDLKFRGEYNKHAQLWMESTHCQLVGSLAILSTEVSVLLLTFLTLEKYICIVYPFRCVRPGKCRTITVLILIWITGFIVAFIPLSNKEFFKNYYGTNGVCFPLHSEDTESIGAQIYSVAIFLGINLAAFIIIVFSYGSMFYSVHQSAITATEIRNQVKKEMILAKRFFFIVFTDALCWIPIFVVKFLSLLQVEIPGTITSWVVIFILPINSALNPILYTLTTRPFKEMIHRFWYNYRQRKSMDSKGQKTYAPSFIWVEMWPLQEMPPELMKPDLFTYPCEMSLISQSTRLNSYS
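cAMP rise read by TR-FRET after 30 min, 37C compound exposure (up to 58 uM) in RXFP1-transfected HEK293 cells with Ro 20174 present. EC50 from Hill-equation fits, with 29 nM porcine relaxin as 100% and buffer as basal.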
D2 agonist: activates the human D2 dopamine receptor; HEK293 T-REx D2 cells, calcium flux agonist mode; activation, % at 2 µM; 340,000 tested, 0.53% active; AID 485358;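 active = activation over 3 SD above normal in the single-dose calcium agonist read, cut at about 30% in these data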; also: 0% is about no effect
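In this primary screen, compounds producing a positive calcium signal within 180 s of addition to tetracycline-induced, force-coupled HEK293 Trex D2 cells are flagged; cells are dye-loaded with a no-wash calcium kit beforehand.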
D1 PAM: enhances dopamine response at the human D1 receptor; P21728; HEK293 TREx D1 cells, calcium flux, dopamine EC20 potentiation; potentiation, % at 10 µM; 360,000 tested, 0.036% active; in the data active = potentiation above about 30%; also: 0% is about no effect
TRHR PAM: allosterically enhances the human TRH receptor; TRHR cells, fluo-8 calcium fluorescence, EC20 TRH enhancement; enhancement, % at 2 µM; 360,000 tested, 0.66% active; AID 493056; in the data active = enhancement above about 30%; also: 0% is about no effect
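TRHR-expressing cells loaded with fluo-8 calcium dye were read kinetically (ex 480/em 530) during compound addition, then stimulated with an EC20 of TRH (10 nM final). Enhancement of the Gq-mediated intracellular calcium response was scored.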
D2 PAM: D2 dopamine receptor (human) potentiation; P14416; HEK293 T-REx D2, calcium flux, EC20 dopamine potentiation; potentiation, % at 10 µM; 340,000 tested, 0.34% active;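 active = potentiation over 3 SD above the plate norm, cut at about 30% in these data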; also: 0% is about no effect
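Tetracycline-induced HEK293 T-REx cells force-coupled to calcium signalling expressed D2; compounds were pin-added after a 10 s baseline, read kinetically 180 s, then an EC20 dopamine challenge followed with a further 180 s calcium read.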
D2 antag: D2 dopamine receptor (human) antagonism. HEK293 TREx D2 cells, calcium flux, dopamine EC80. inhibition, % at 10 µM. 340,000 tested, 2% active. AID 485344; in the data active = inhibition above about 30%; also: 0% is about no effect
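Read-out: kinetic calcium fluorescence (1 cycle/s) in inducible HEK293 T-REx D2 cells after an EC80 dopamine addition that followed 180 s compound preincubation. Loss of the dopamine response indicates antagonism.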
RXFP1 antag: RXFP1 (human) relaxin receptor antagonism | HEK293-RXFP1, relaxin-stimulated cAMP HTRF, 30 min; stronger effect = lower value | activity change, negative = inhibition, % at 57.5 µM | Q9HBX9 | 350,000 tested, 0.59% active;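 active = activity change of -60% or lower, but not beyond a set lower limit; inconclusive = change between -60% and -40%, or beyond the set limit; inactive = change above -40%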; also: % is scaled to controls: 0 for no effect and ±100 for the full control effect
D1 antagonist: blocks dopamine activation of the human D1 receptor; 360,000 tested, 3.2% active; activity change, negative = inhibition, % at 10 µM; AID 504652; P21728; HEK293 TREx D1 cells, calcium flux, dopamine EC80; stronger effect = lower value; in the data active = activity change below about -30%; also: % is scaled to controls: 0 for no effect and ±100 for the full control effect
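Compound effects on dopamine-evoked calcium signalling were measured in tetracycline-induced HEK293 Trex D1 cells. Dopamine at EC80 followed a 180 s compound pre-read, and fluorescence was tracked kinetically for 180 s more.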
The depositor's hits bear a star; ? = inconclusive; / = not tested or not shown; & = joins results of further samples. Some of the compounds tested, so the mix of outcomes need not match the whole.

Each structure is followed by: D1 agonist	RXFP1 agonist	D2 agonist	D1 PAM	TRHR PAM	D2 PAM	D2 antag	RXFP1 antag	D1 antagonist
COc1ccc(C(=O)Nc2ccc(Nc3ccccc3)cc2)cc1OC
    -1	2.7%	/	-10	-4	/	/	-4	-37*
O=C(NCc1ccccc1)C1=C[C@H](c2csc3ccccc23)C[C@H](OCCCCO)O1
    5	1.8%	-0.5	-4	-2	-11	-19	/	-1
CCCCOc1ccc(CN=C(N)N)cc1Cl
    0	4.2%	0.5	-9	2	-6	-7	4	-18
Cc1cc2c(cc1S(=O)(=O)CCC(=O)N1CC(C)CC(C)C1)OCC(=O)N2 (stereo not drawn)
    3	4.5%	-0.1	-8	2	-2	21	11	10
CC(C)Oc1ccc(-c2cc(=O)[nH]c(=O)[nH]2)cc1
    1	0.2%	0.4	-3	-4	-3	2	-3	-4
c1ccc(Sc2ncnc3ccccc23)cc1
    0	6.8%	0.6	2	0	12	4	5	8
O=C(CSc1cccs1)Nc1ccc(Cl)cc1
    1	0.1%	-1.6	-1	-6	-5	11	7	-18
CCC(=O)c1ccc(OCC(=O)NNC(=O)c2cc(C)oc2C)cc1
    2	-0.9%	0.3	-2	3	-4	-1	-7	3
N#Cc1cccc(C(=O)N(CCc2ccccc2)Cc2cccs2)c1
    -2	0.6%	/	-2	-8	/	/	14	-6
CC1Cn2c(nc3sc4c(c3c2=O)CC(C)(C)OC4)N1CCO (stereo not drawn)
    0	2.4%	/	-2	5	/	/	0	1
COc1ccc(CNC(=O)CCNC(=O)c2ccc(C(C)(C)C)cc2)cc1OC
    6	-0.4%	-0.4	2	4	10	-10	-13	3
COc1ccc(CC(=O)N/N=C(\C)c2cccs2)cc1
    2	-0.9%	/	0	6	2	/	12	-5
COc1ccc(O)c(C(c2c(C)[nH][nH]c2=O)c2c(C)[nH][nH]c2=O)c1
    -1	-0.3%	1.3	7	15	-6	-13	-11	-1
O=C1CN(C(=O)CN2C(=O)NC3(CCCCC3)C2=O)c2ccccc2N1
    3	-2.2%	-1.4	-9	13	21	4	5	18
CC(C)NC(=O)c1ccccc1NC(=O)CCc1ccccc1
    -2	0.8%	-0.7	-5	-3	0	-7	1	-7
Cc1ccc(CSc2cn(CC(=O)N3CCCC3)c3ccccc23)cc1
    1	0.5%	0.2	-6	1	-1	/	?	-15
CN(N)c1nc2ccccc2nc1C(F)(F)F
    -1	2.6%	-0.3	-6	-26	-20	15	9	-23
COc1cc(OC)c(NC(=O)c2cc(C(C)=O)n3ccccc23)cc1Cl
    2	14%	0.4	-2	1	2	/	-8	-22
CN(C(=O)COc1ccc(Cl)cc1Cl)C1(C)CCS(=O)(=O)C1 (stereo not drawn)
    2	1.5%	1.1	4	5	9	-9	-12	-13
O=C(CSc1ncn[nH]1)N1N=C(c2ccc(Cl)cc2)CC1c1ccco1 (stereo not drawn)
    -4	-1.2%	/	-3	3	/	/	-10	1

Taken from the listing (five entries):
Each structure is followed by: D1 agonist	RXFP1 agonist	D2 agonist	D1 PAM	TRHR PAM	D2 PAM	D2 antag	RXFP1 antag	D1 antagonist
Cc1ccc(CSc2cn(CC(=O)N3CCCC3)c3ccccc23)cc1
    1	0.5%	0.2	-6	1	-1	/	?	-15
CN(N)c1nc2ccccc2nc1C(F)(F)F
    -1	2.6%	-0.3	-6	-26	-20	15	9	-23
COc1cc(OC)c(NC(=O)c2cc(C(C)=O)n3ccccc23)cc1Cl
    2	14%	0.4	-2	1	2	/	-8	-22
CN(C(=O)COc1ccc(Cl)cc1Cl)C1(C)CCS(=O)(=O)C1 (stereo not drawn)
    2	1.5%	1.1	4	5	9	-9	-12	-13
O=C(CSc1ncn[nH]1)N1N=C(c2ccc(Cl)cc2)CC1c1ccco1 (stereo not drawn)
    -4	-1.2%	/	-3	3	/	/	-10	1

Additional compounds follow:
Each structure is followed by: D1 agonist	RXFP1 agonist	D2 agonist	D1 PAM	TRHR PAM	D2 PAM	D2 antag	RXFP1 antag	D1 antagonist
CN1CCCCc2c1[nH]c1ccccc1c2=O
    2	-0.7%	0.6	-2	-4	11	-8	0	-18
CCCCn1nc(C(=O)NCC2COc3ccccc3O2)c2ccccc2c1=O (stereo not drawn)
    3	3.6%	-0.2	-2	0	1	-1	3	-7
CC1CCCCC1NS(=O)(=O)c1ccc(S(=O)(=O)N2CCN(CCC#N)CC2)cc1 (stereo not drawn)
    5	4.8%	1.0	-9	-9	2	20	-1	-35*
CCN(CC)c1nc2c(S(=O)(=O)c3ccc(C)cc3)nnn2c2ccsc12
    1	12%	1.2	-5	-4	1	/	-12	-17
CCCCN(CC)CCCNC(=O)c1cn(CC)c2ccc(S(=O)(=O)N3CCc4ccccc4C3)cc2c1=O
    1&1	2.1%&4.4%	0.3&-0.4	-3&2	13&4	-7&-4	8	-19	4&9
OC(COCc1ccc(Cl)cc1)CN1CCN(c2ccccn2)CC1 (stereo not drawn)
    3	1.1%	83*	-1	-1	-24	84*	-11	3
CCC(Oc1ccccc1F)C(=O)NCCCn1ccnc1 (stereo not drawn)
    1	0.3%	1.7	-4	3	-7	1	-11	8
COc1ccc(-c2ccc(SCC(=O)NC3CCCCC3)nn2)cc1
    1	4.8%	-0.1	-2	14	-6	14	-11	4
COc1ccc2[nH]c(=O)c(CN(C(=O)c3cccnc3)c3cccc(C)c3)cc2c1
    0	1.9%	1.0	-5	10	8	-4	6	21
CC1=CN2C(=NC(=O)CC2(C)C(=O)N(CC(=O)NC2CCCC2)c2cc(C)cc(C)c2)C=C1 (stereo not drawn)
    0	1.7%	-0.3	0	-7	18	-15	4	5
CC12CCC(C(=O)N(CCCCN3CCN(c4ccccn4)CC3)C1=O)C2(C)C (stereo not drawn)
    2	-2.0%	73*	-18	12	-21	84*	11	-27
O=C(Cn1cc2c(n1)CCCC2)NCCCN1CCN(C2CCCCC2)CC1
    0	-0.2%	0.0	12	-1	1	-11	0	-11
CN1CCN(c2ncc3c(n2)CC(c2ccccc2F)CC3=O)CC1 (stereo not drawn)
    8	6.8%	0.8	0	-4	-6	-14	-7	1
Cc1ccc(CS(=O)(=O)CCC(=O)N2CCOCC2)cc1
    2	-1.3%	0.4	1	-2	-4	-22	-6	6
COc1ccc(NC(=O)Cc2nnc(SCC(=O)c3ccccc3)n2C)cc1
    1	2.8%	0.6	-5	3	-3	-16	6	-19
CCOC(=O)c1ccc(NC(=O)CNC(=O)C2CCCCC2)cc1
    1	1.5%	0.1	-4	2	0	-1	13	0
CN(Cc1cccs1)C(=O)Cc1c[nH]c2ccccc12
    3	0.9%	-0.3	2	-1	10	-33	16	7
Oc1ccccc1-c1nc(/C=C/c2ccccc2)nn1-c1ccccc1
    2&9	-0.5%&-0.6%	-0.2&-0.3	-1&3	-7&13	2&-8	-2	-26&-23	-20&29
Cc1cc(NC(=O)CCC(=O)N(Cc2cccs2)C(C(=O)NC2CCCC2)c2cccnc2)no1 (stereo not drawn)
    1	-3.5%	-0.3	-7	0	19	-7	-6	-16
Cc1ccc(NS(=O)(=O)c2cnc(N)nc2)c(C)c1
    1	-0.7%	1.6	-3	-5	-7	/	5	11
Clc1ccc2nc(-c3cccc(SC4CCCCC4)c3)c(NCc3ccccc3)n2c1
    0	3.2%	0.1	-1	-2	-10	0	/	11
COc1ccc(N2C(=NC(=O)C3CCCO3)SC3CS(=O)(=O)CC32)cc1 (stereo not drawn)
    3	1.7%	0.2	-4	-4	-8	5	-16	12
O=C(O)CCCCC1CCSS1 (stereo not drawn)
    2	0.0%	/	-7	-2	/	/	-37	-4
Cc1cc([N+](=O)[O-])nn1CC(=O)N(C)Cc1ccccc1
    1	-0.5%	0.2	0	0	-10	4	1	26
COc1ccccc1OCCSc1ncnc2nc[nH]c12
    -1	0.2%	0.0	1	6	-4	11	-8	-7
CCOc1ccc(-n2c(C)c(C(C)=O)c3cc(OC(C)=O)ccc32)cc1
    4	0.0%	-0.8	-4	7	-13	2	4	1
O=C1/C(=C\c2ccccn2)SC(=S)N1Nc1ncc(C(F)(F)F)cc1Cl
    1	3.1%	1.1	-4	-2	16	-3	-34	32
S=c1[nH]nc(-c2cc(-c3ccccc3)n[nH]2)n1/N=C/C=C/c1ccccc1
    2	3.2%	-0.3	-5	1	8	-36	-32	-11
COc1ccc(Nc2nc3ccccc3nc2NS(=O)(=O)c2cccs2)cc1
    5	4.4%	0.7	-2	0	8	1	-5	2
CCn1c(=NC(=O)CS(=O)(=O)c2ccccc2)sc2cccc(OC)c21
    1	0.8%	0.1	-6	-1	-1	10	-4	-1
O=S(Cc1ccc(Br)cc1)Cc1nnc(SCc2c(F)cccc2Cl)n1-c1ccccc1 (stereo not drawn)
    3	-0.3%	/	19	-4	/	/	-16	-7
Cc1cc(SC(C)C(=O)Nc2c(C)n(C)n(-c3ccccc3)c2=O)nc2ccccc12 (stereo not drawn)
    0	-2.9%	0.4	-3	-3	-5	15	1	-32*
O=c1nc(N2CCOCC2)ccn1-c1nc(-c2ccccc2)oc1-c1ccccc1
    2	4.0%	0.4	-2	3	5	-8	-10	5
CCc1ccc(N2C(=O)CN(CC(=O)OC)C2=S)cc1
    1	2.3%	-1.1	-2	-2	3	-22	-1	-1
O=C(O)c1cc(S(=O)(=O)N2CCCCCC2)c(Cl)cc1Cl
    1	0.6%	-0.9	-5	-3	-13	3	-4	-9
CCOc1ccc(S(=O)(=O)n2cnc(C)c2)cc1
    7	-0.4%	-2.0	-6	1	-1	-13	-3	-44*

Marked active in D1 antagonist, of those listed so far:
molecule	D1 agonist	RXFP1 agonist	D1 PAM	TRHR PAM	D2 PAM	D2 antag	RXFP1 antag	D1 antagonist
COc1ccc(C(=O)Nc2ccc(Nc3ccccc3)cc2)cc1OC	-1	2.7%	-10	-4	/	/	-4	-37*
CC1CCCCC1NS(=O)(=O)c1ccc(S(=O)(=O)N2CCN(CCC#N)CC2)cc1 (stereo not drawn)	5	4.8%	-9	-9	2	20	-1	-35*
Cc1cc(SC(C)C(=O)Nc2c(C)n(C)n(-c3ccccc3)c2=O)nc2ccccc12 (stereo not drawn)	0	-2.9%	-3	-3	-5	15	1	-32*
CCOc1ccc(S(=O)(=O)n2cnc(C)c2)cc1	7	-0.4%	-6	1	-1	-13	-3	-44*
